KB-3-1 tox: qHTS assay for MDR1-selective chemotherapeutics: Primary screen using the parental adenocarcinoma cell KB-3-1; AID 1347075, 2019; KB-3-1 viability, CellTiter-Glo ATP luminescence, 72 h; 400,000 compounds, 1.4% hits; Potency, µM (titrated, usually from 46.1 µM), for the others: top-dose activity change, negative = cytotoxic, hits mostly cytotoxic; note: % is set by controls: 0 for no effect and ±100 for the full control effect; nearly all actives have a fitted effect of over 60% in size
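Cells are dispensed, compounds pinned in, plates held at 37 °C for 72 h, then CellTiter-Glo is added and luminescence read after 10 minutes. Cell line: parental KB-3-1 in phenol-red-free DMEM, 10% FBS.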
TDP43 rescue: qHTS of TDP-43 Inhibitors | 410,000 compounds, 1.8% hits | Potency, µM (doses to about 46.1 µM), inactives show at the highest dose growth rescue (activation), usual class: activators | TDP-43 expressing yeast growth rescue, BacTiter-Glo, 24 h | AID 652104, 2013; note: % of control where 0% means no effect; nearly all actives have a fitted effect of over 50% in size
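Growth rescue of TDP-43-toxic yeast measured as ATP luminescence (BacTiter-Glo). Cells grown to mid-log in raffinose, induced in galactose at OD600=0.02, exposed to compound 24 hr at 30 deg C.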
GLP-1R agonist: qHTS of GLP-1 Receptor Agonists; Potency, µM (titrated, usually from 45.6 µM), for the others: at the highest dose activation, usual class: activators; 380,000 compounds, 0.007% hits; AID 624172, 2012; Glucagon-like peptide 1 receptor (Homo sapiens), P43220; HEK293 GLP-1R CRE-luciferase, luminescence, 4-6 h; cells express a hypersensitive GLP-1R form; note: % of control where 0% means no effect
Target sequence (P43220 whole entry, looked up): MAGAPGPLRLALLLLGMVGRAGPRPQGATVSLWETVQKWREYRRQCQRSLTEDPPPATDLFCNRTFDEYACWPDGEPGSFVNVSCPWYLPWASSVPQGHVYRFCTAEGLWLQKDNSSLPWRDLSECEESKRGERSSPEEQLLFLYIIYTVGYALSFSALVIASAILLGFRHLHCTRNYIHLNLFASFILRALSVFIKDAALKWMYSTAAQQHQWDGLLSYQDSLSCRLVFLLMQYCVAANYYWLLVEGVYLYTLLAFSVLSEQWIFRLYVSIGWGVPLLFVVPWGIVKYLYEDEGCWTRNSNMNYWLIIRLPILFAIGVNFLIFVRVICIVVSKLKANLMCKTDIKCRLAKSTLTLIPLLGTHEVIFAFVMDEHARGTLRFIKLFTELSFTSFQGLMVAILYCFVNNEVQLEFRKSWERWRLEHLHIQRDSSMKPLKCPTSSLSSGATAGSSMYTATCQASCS
HT1080 IDH1KD tx: qHTS for induction of synthetic lethality in tumor cells producing 2HG: qHTS for the HT-1080-IDH1KD cell line; HT-1080 IDH1 knockdown viability, ATP luminescence, 48 h; Potency, µM (titrated, usually from 46.1 µM), for the others: top-dose activity, negative = toxicity, hits mostly cytotoxic; 360,000 compounds, 2% hits; AID 686971, 2013;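 note: 0% = DMSO wells and -100% = cell-free medium wells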
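After a 2 h attachment period, IDH1KD HT-1080 cells took pin-transferred compound for 48 h at 37 °C; ATP-based luminescence after 10 min room-temperature reagent incubation reported viability.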
HT1080-NT tox: qHTS for induction of synthetic lethality in tumor cells producing 2HG: qHTS for the HT-1080-NT fibrosarcoma cell line; HT-1080-NT fibrosarcoma viability, CellTiter-Glo ATP luminescence, 48 h; Potency, µM (doses to about 46.1 µM), for the others: at the top dose activity, negative = less viability, most hits filed as cytotoxic; 360,000 compounds, 1.6% hits; AID 686970, 2013;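 note: NT is the 2HG producing partner of a matched IDH1 knockdown line; 0% = DMSO-treated cells and -100% = media-only wells without cells; nearly all actives have a fitted effect of over 55% in size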
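Compounds were tested in concentration-response format on HT-1080-NT cells for 48 hours at 37 degrees C. Cell viability came from CellTiter-Glo luminescence; curves were classified by r2, response magnitude and activity.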
KB-V1 MDR tox: qHTS assay for MDR1-selective chemotherapeutics: Primary screen using the drug-selected MDR subline cells KB-V1. Potency, µM (titrated, usually from 46.1 µM), for the others: at the highest dose activity change, negative = cytotoxicity, actives largely listed as cytotoxic. 400,000 compounds, 3.4% hits. KB-V1 MDR cells viability, CellTiter-Glo, 72 h; note: % is set by controls: 0 for no effect and ±100 for the full control effect; nearly all actives have a fitted effect of over 60% in size
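KB-V1 cells (P-gp-expressing MDR subline of KB-3-1) in phenol-red-free DMEM with 10% FBS were exposed to library compounds over a concentration series for 72 h at 37 degrees C. Viability read by CellTiter-Glo luminescence; concentration-effect curves fitted after normalization.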
SW480 rereplic: A quantitative high throughput screen for small molecules that induce DNA re-replication in SW480 colon adenocarcinoma cells. SW480 DNA re-replication, Hoechst DNA content imaging, 48 h. 340,000 compounds, 1.8% hits. AID 624297, 2012. Potency, µM (top dose mostly 46.1 µM), for inactives: at the highest dose re-replication activation, usual class: activators; note: % of control where 0% means no effect; nearly all actives have a fitted effect of over 55% in size
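First, 250 cells per well were seeded. Next, compound or vehicle (23 nL) was pinned in, plates sat 48 hr at 37 C. Finally Hoechst was added for 40 min before fluorescence scanning.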
HEK293 tox: qHTS of GLP-1 Receptor Inverse Agonists: Cytotox Screen | Potency, µM (highest dose often 38.3 µM), inactives show top-dose activity change, negative = inhibition, usual class: inhibitors | 410,000 compounds, 0.13% hits | HEK293 cAMP-luciferase reporter cells, luminescence, 24 h | AID 624418, 2012;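 note: loss of luciferase light is scored as toxicity; % is set by controls: 0 for no effect and ±100 for the full control effect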
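To flag toxic compounds, the library was rerun on cells for 24 hr at 37 deg C and 5% CO2. Viability-linked luminescence was captured 12 min after adding luciferase detection reagent.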
GLP-1R inv ag: qHTS of GLP-1 Receptor Inverse Agonists (Inhibition Mode) | Glucagon-like peptide 1 receptor (Homo sapiens), P43220 | HEK293 GLP-1R CRE-luciferase, luminescence, 24 h; GLP-1R form is constitutively active | Potency, µM (series often up to 38.3 µM), inactives show top-dose activity change, negative = inhibition, hits mostly inhibitors | 410,000 compounds, 1.6% hits; note: % is set by controls: 0 for no effect and ±100 for the full control effect; nearly all actives have a fitted effect of over 55% in size
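Assay principle: reduced luminescence from a cAMP-responsive reporter in HEK293 cells co-expressing a constitutively active GLP-1R. Conditions: 24 hr compound incubation, 37 deg C, 5% CO2.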
* = called active by the depositor; ? = inconclusive; / = not tested or not shown; ! = not active in a repeat; [ ] = dose if it differs, or a comment. Calls come from the whole dose curve; as a rule, active = well fitted curve in the direction sought with a large enough effect; inconclusive = small, poorly fitted or top-dose-only effect, or another doubt; inactive = no such curve, though single readings can be large; an effect the other way counts as inactive or inconclusive. Potency is the fitted concentration of half-maximal effect.

SMILES	KB-3-1 tox	TDP43 rescue	GLP-1R agonist	HT1080 IDH1KD tx	HT1080-NT tox	KB-V1 MDR tox	SW480 rereplic	HEK293 tox	GLP-1R inv ag
CCOC(=O)c1ccc(S(=O)(=O)N2CCN(CC(=O)NC(=O)NC3CCCCC3)CC2)cc1	-7.7%	-5.5%	2.1%	16.8%	-2.6%	0.7%	-1.6%	-16.0%	?
Cc1cccc([C@@H]2[C@@H]3C(=O)N(Cc4ccccc4)C(=O)[C@@H]3[C@]3(Cc4ccc(Cl)cc4)C(=O)N(c4ccc(Br)cc4)C(=O)N23)c1	10.3%	9.3%	-0.8%	10.5%	5.7%	0.0%	-7.0%	1.2%	?
COc1cc(F)ccc1CN1CCC(C(=O)Nc2ccc(Oc3ccccc3)nc2)CC1	?	-2.3%	-1.5%	20.6µM*	?	?	-0.8%	-13.5%	?
NC(=O)c1nsc(C(=O)N(Cc2ccco2)C(C(=O)NCc2ccccc2)c2ccc(O)cc2)c1N (centres undefined)	4.5%	-15.2%	22.6%	-28.0%	-20.6%	-4.5%	3.9%	-11.4%	11.9%
CC(NC(=O)c1ccc(CS(C)(=O)=O)cc1)c1ccc(-n2ccnc2)cc1 (centres undefined)	-5.2%	2.8%	0.7%	2.2%	-0.9%	16.2%	-9.4%	1.7%	14.4%
CCCc1nnc(SCC(=O)N2C(C)CCCC2C)n1CCCOC (centres undefined)	9.4%	5.3%	-9.0%	7.6%	13.4%	5.5%	-2.2%	8.8%	-2.1%
CCCc1[nH]nc2c1C(c1cccc(OC)c1)C(C#N)=C(N)O2 (centres undefined)	-6.8%	-25.7%	-12.3%	1.5%	0.8%	-4.6%	1.3%[9.22 µM]	-0.2%	3.6%
CCc1noc(C)c1C(=O)N1CCN(S(=O)(=O)c2c(C)c(C)cc(C)c2C)CC1	-19.9%	13.8%	0.2%	13.2%	0.9%	10.3µM*	4.8%	-19.0%	-13.5%
CCCC1=[N+](CC(=O)c2ccccc2)CCn2c(C)ccc21	?	17.1%	1.2%	-23.9%	-0.5%	?	15.0%	-4.9%	?
Cc1nn(Cc2ccccc2Cl)c2sc(C(=O)NC(C)(C)C)cc12	?	8.9%	9.4%	?	?	?	?	-4.6%	?
Clc1ccc(N2CCN(c3ncnc4c3cnn4-c3ccccc3)CC2)cc1Cl	4.3%	20.4%	/	/	/	-0.3%	/	1.0%	2.9%
Cn1nnnc1Sc1ncnc2scc(-c3ccc(F)cc3)c12	8.2µM*!	?	-12.6%	20.6µM*	?	?	10.3µM*	-32.7%	?
Cc1ccc(NC(=O)c2ccc(OCc3c(C)noc3C)cc2)cc1C	?	3.6%	-4.5%	-20.8%	?	?	1.6%	-23.7%	?
O=C(CSc1nc2ccccc2[nH]1)c1ccco1	-7.6%	-6.6%	-0.1%	-1.2%	-5.8%	5.8%	-4.4%	4.5%	26.3%
O=C(CN(C(=O)c1ccco1)c1cccc(F)c1)NCc1ccc(F)cc1	2.3%	-12.9%	-1.3%	-10.5%	11.1%	0.0%	2.5%	-9.9%	?
Cc1ccccc1NC(=O)NC1CCCCCCC1	-2.7%	-6.2%	-8.7%	-4.1%	-6.3%	-8.3%	11.1%	-1.5%	-27.4%
CCOC(=O)N1CCN(c2nc(-c3cccc(OC)c3)cc(C(F)(F)F)n2)CC1	-1.3%	16.9%	-8.6%	15.5%	28.4%	-18.2%	0.2%	9.9%	2.3%
Cc1cc(NC(=O)[C@H](C)NC(=O)c2ccco2)ccc1Br	0.5%	21.4%	15.4%	0.0%	-7.6%	0.0%	-14.7%	4.0%	-22.5%
CC1(C)CC(=O)C2=C(C1)OC(N)=C(C#N)C2c1ccc2c(c1)OCO2 (centres undefined)	9.2%	8.2%	9.0%	-6.2%	2.8%	-1.8%	-15.4%	2.4%	3.8%
CC(C)Sc1ncc(Cl)c(C(=O)Nc2ccc(S(=O)(=O)N3CCCCC3C)cc2)n1 (centres undefined)	-2.9%	-12.2%	/	/	/	-9.0%	/	1.0%	?
CC(C)n1cc(CN2CCN(CCc3ccccc3)C(CCO)C2)cn1 (centres undefined)	1.2%	12.1%	4.2%	10.8%	-9.8%	-20.9%	0.9%	-2.1%	-0.4%
COc1ccccc1S(=O)(=O)Cc1ccc(C(=O)NCc2ccc(C)cc2)o1	-6.4%	-3.1%	3.4%	9.4%	4.4%	-7.6%	-5.3%	-9.4%	3.0%
O=C(CCSCc1cccc(Cl)c1)NC1CCCC1	11.2%	21.9%	0.6%	19.1%	20.7%	0.0%	-5.9%	-7.3%	-28.3%
COc1ccc(NC(=O)C2C3C=CC4(CN(Cc5cccnc5)C(=O)C24)O3)c(OC)c1 (centres undefined)	0.0%	-8.1%	1.5%	9.5%	7.9%	?	0.4%	1.8%	12.2%
COc1ccc2cc(S(=O)(=O)NC3CC(C)(C)NC(C)(C)C3)ccc2c1	-3.6%	-17.9%	-2.7%	-15.1%	-14.3%	-13.2%	?	23.5%	?

Reprinted from the listing for reference:
SMILES	KB-3-1 tox	TDP43 rescue	GLP-1R agonist	HT1080 IDH1KD tx	HT1080-NT tox	KB-V1 MDR tox	SW480 rereplic	HEK293 tox	GLP-1R inv ag
CCOC(=O)c1ccc(S(=O)(=O)N2CCN(CC(=O)NC(=O)NC3CCCCC3)CC2)cc1	-7.7%	-5.5%	2.1%	16.8%	-2.6%	0.7%	-1.6%	-16.0%	?
Cc1cccc([C@@H]2[C@@H]3C(=O)N(Cc4ccccc4)C(=O)[C@@H]3[C@]3(Cc4ccc(Cl)cc4)C(=O)N(c4ccc(Br)cc4)C(=O)N23)c1	10.3%	9.3%	-0.8%	10.5%	5.7%	0.0%	-7.0%	1.2%	?
COc1cc(F)ccc1CN1CCC(C(=O)Nc2ccc(Oc3ccccc3)nc2)CC1	?	-2.3%	-1.5%	20.6µM*	?	?	-0.8%	-13.5%	?
NC(=O)c1nsc(C(=O)N(Cc2ccco2)C(C(=O)NCc2ccccc2)c2ccc(O)cc2)c1N (centres undefined)	4.5%	-15.2%	22.6%	-28.0%	-20.6%	-4.5%	3.9%	-11.4%	11.9%
CC(NC(=O)c1ccc(CS(C)(=O)=O)cc1)c1ccc(-n2ccnc2)cc1 (centres undefined)	-5.2%	2.8%	0.7%	2.2%	-0.9%	16.2%	-9.4%	1.7%	14.4%
CCCc1nnc(SCC(=O)N2C(C)CCCC2C)n1CCCOC (centres undefined)	9.4%	5.3%	-9.0%	7.6%	13.4%	5.5%	-2.2%	8.8%	-2.1%
CCCc1[nH]nc2c1C(c1cccc(OC)c1)C(C#N)=C(N)O2 (centres undefined)	-6.8%	-25.7%	-12.3%	1.5%	0.8%	-4.6%	1.3%[9.22 µM]	-0.2%	3.6%

Next section.
SMILES	KB-3-1 tox	TDP43 rescue	GLP-1R agonist	HT1080 IDH1KD tx	HT1080-NT tox	KB-V1 MDR tox	SW480 rereplic	HEK293 tox	GLP-1R inv ag
O=[N+]([O-])c1cc(/C=N/NC(=S)Nc2ccccc2Cl)ccc1Cl	18.4µM*	?	-3.8%	?	?	?	4.8%	-1.6%[7.66 µM]	1.7%[7.66 µM]
CCCC[C@H]1COCCS(=O)(=O)N1Cc1ccc(Br)cc1	?	?	15.9%	1.9%	-0.1%	?	-9.7%	12.0%	?
Cc1[nH]c2ccccc2c1N=Nc1c(C)n(C)n(-c2ccccc2)c1=O	-5.5%	-8.8%[0.397 µM]	13.2%	10.3%	-7.4%	2.7%	-2.2%	-2.0%	38.7%[activator]
Cc1ccc(S(=O)(=O)N2CCOCC2)cc1C(=O)OCC(=O)Nc1ccc2[nH]c(=O)[nH]c2c1	0.9%	-36.8%[inhibitor]	-0.6%	2.4%	-2.5%	?	1.3%	1.1%	3.4%
Cc1ccc(NC(=O)c2ccc(NC(=O)N3CCSc4ncccc43)cc2)c(C)c1	0.1%	16.5%	/	/	/	-4.6%	/	-3.6%	12.4%
C/C(=N\NC(=O)c1nn(C)cc1Cl)c1ccncc1	19.3%	15.2%	3.7%	-0.4%	19.0%	-19.8%	0.5%	0.8%	18.1%
O=C(NCCc1ccccc1)c1cccc(NC(=O)C2CCCCC2)c1	0.0%	16.9%	-1.0%	-2.5%	8.1%	0.0%	3.6%	-8.1%	?
Cc1cc(C)n(-c2nc(NCCC(C)C)c3c4c(sc3n2)COC(C)(C)C4)n1	-15.4%	-18.9%	1.0%	9.7%	18.5%	2.31µM*	-5.5%	?	?
Cc1ccc(CN2CCN(Cc3cccn3-c3ccccn3)CC2CCO)cc1 (centres undefined)	-10.3%	13.4%	2.3%	0.4%	-18.2%	13.4%	-3.0%	0.7%	-13.4%
C=CCNC(=O)Nc1ccc2nc(C)sc2c1	-12.4%	-23.1%[9.22 µM]	0.3%	21.3%	3.4%	0.0%	6.4%	1.7%	16.4%
Cc1nnc(SCC(=O)NNC(=O)COc2ccc(Br)cc2)n1C	2.8%	12.1%	-3.4%	4.5%	6.5%	7.7%	5.5%	-4.2%	-6.0%
Cc1nc2c(c(C)nn2-c2ccccc2)c(C)c1CCC(=O)Nc1ccc(F)cc1	-2.4%	16.4%	/	/	/	-0.9%	/	0.6%	-6.1%
COc1ccc(Nc2ncnc3ccc(C)cc23)cc1	-3.0%	8.7%	-0.3%	-1.3%	-1.3%	?	14.6%	3.9%	-23.8%
CC1=NNC(=O)C1CCC(=O)N/N=C/C(Br)=C/c1ccccc1 (centres undefined)	5.4%	12.3%	3.1%	1.7%	1.6%	-1.0%	-9.9%	-14.4%	37.4%[activator]
Nc1[nH]n(-c2ccccc2)c(=O)c1N=Nc1ccc2ncsc2c1	-2.2%	-14.4%	-2.5%	?	?	-8.8%	-7.2%	?	?

High-throughput results from PubChem.
